MCL1-BIM inh – inhibitors of human MCL1 binding to BIM-BH3 peptide | GST-MCL1 / FITC-Bim-BH3 fluorescence polarization | inhibition, % at 10.9 µM | AID 2057 | 0.68% of 320,000 active;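 active = inhibition above the mean inhibition of all tested compounds plus 3 SD, set per campaign, cut at about 40% in these data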;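 note: 0% = DMSO wells and 100% = unlabeled Bim-BH3 peptide control; higher means more loss of mP so more displacement of Bim peptide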
Target sequence (Q07820 whole entry, looked up): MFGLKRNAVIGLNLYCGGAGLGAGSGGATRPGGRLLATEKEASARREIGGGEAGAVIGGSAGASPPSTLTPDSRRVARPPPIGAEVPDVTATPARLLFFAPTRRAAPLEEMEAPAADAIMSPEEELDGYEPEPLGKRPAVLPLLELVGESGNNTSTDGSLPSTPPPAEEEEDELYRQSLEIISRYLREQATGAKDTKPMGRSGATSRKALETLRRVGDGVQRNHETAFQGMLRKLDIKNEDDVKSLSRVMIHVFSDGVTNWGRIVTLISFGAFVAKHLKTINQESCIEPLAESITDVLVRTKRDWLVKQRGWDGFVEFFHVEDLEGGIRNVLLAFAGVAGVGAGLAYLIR
GLD-1 TGE inh – GLD-1-TGE RNA interaction inhibition (C. elegans); inhibition, % at 5.96 µM; 0.44% of 320,000 active; AID 2280; Q17339; purified GLD-1 + fluorescein TGE RNA, fluorescence polarization;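 active = percent inhibition above a per-plate cutoff, the plate mean of test compounds plus 3 SD, cut at about 30% in these data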;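 note: 0% = DMSO wells with GLD-1 and probe and 100% = wells lacking GLD-1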
Target sequence (Q17339 whole entry, looked up): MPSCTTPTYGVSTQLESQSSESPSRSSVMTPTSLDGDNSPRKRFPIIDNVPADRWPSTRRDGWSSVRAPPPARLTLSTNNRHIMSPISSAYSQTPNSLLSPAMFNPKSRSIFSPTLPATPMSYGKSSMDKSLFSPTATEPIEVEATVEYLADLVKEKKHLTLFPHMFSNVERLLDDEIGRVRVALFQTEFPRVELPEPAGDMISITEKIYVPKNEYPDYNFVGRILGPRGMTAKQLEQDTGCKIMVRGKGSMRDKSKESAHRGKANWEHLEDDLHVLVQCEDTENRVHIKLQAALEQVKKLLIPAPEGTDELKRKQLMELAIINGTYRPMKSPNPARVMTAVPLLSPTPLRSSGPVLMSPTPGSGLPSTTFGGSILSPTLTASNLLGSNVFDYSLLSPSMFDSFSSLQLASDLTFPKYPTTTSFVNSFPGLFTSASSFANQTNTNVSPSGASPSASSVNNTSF
GSTO1 inh – counter-screen for RBBP9 inhibitors: inhibitors of human GSTO1. P78417. recombinant GSTO1, activity-based probe fluorescence polarization. inhibition, % at 5.96 µM. 1.1% of 300,000 active. AID 1974;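 active = inhibition above the campaign mean inhibition plus 3 SD, cut at about 35% in these data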;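 note: 0% = GSTO1-1 with DMSO and 100% = wells lacking GSTO1-1 enzyme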
Target sequence (P78417 whole entry, looked up): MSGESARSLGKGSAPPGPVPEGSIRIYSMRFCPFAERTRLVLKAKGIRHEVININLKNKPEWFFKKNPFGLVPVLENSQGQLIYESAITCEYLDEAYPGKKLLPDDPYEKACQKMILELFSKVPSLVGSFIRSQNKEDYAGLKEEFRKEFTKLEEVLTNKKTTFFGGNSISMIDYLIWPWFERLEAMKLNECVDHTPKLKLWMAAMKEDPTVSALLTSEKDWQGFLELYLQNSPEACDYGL
PAD4 inh – inhibitors of human PAD4; 0.41% of 330,000 active; Q9UM07; inhibition, % at 6.36 µM; recombinant PAD4, RCA probe fluorescence polarization; AID 485272;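 active = percent inhibition above a cutoff equal to the mean of all tested compounds plus 3 SD, cut at about 15% in these data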;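 note: 0% = PAD4 with RCA probe and DMSO and 100% = probe without PAD4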
Bcl-xL primary – blocks human Bcl-xL binding to Bim BH3 peptide | GST-Bcl-xL / FITC-Bim BH3 peptide fluorescence polarization | 0.7% of 320,000 active | inhibition, % at 10.9 µM | Q07817;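 active = inhibition above the mean of all tested compounds plus 3 SD, cutoff set per campaign, cut at about 30% in these data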;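 note: 0% = DMSO wells and 100% = unlabeled Bim-BH3 peptide competitor; inhibitors lower millipolarization by displacing the labeled peptide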
Fam108B inh – counter-screen for RBBP9 inhibitors: inhibitors of mouse Fam108B | recombinant Fam108B, FP-Rh probe fluorescence polarization | inhibition, % at 9.51 µM | 0.33% of 300,000 active;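 active = inhibition above the screen mean inhibition plus 3 SD, computed separately per campaign, cut at about 18% in these data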;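 note: inhibitors lower polarization as less probe binds the enzyme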
PME-1 primary – PME-1 (human) inhibition; 0.53% of 320,000 active; recombinant PME-1, FP-Rh probe fluorescence polarization; Q9Y570; AID 2130; inhibition, % at 5.9 µM;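 active = inhibition above the campaign mean of all compounds plus 3 SD, cut at about 26% in these data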;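 note: competitive labeling of PME-1 active site by serine hydrolase directed probe; 0% = PME-1 with DMSO and 100% = wells lacking PME-1 enzyme; inhibitors block probe labeling so polarization falls and inhibition rises; many of its hits are not listed in these tables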
TPT1 inhibitor – inhibitors of Candida albicans tRNA 2'-phosphotransferase TPT1. inhibition, % at 5 µM. 0.81% of 300,000 active. AID 1962. recombinant caTPT1, FP RNA substrate dephosphorylation;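 active = inhibition above the mean of all tested compounds plus 3 SD, set per screening campaign, cut at about 24% in these data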;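 note: plate controls were DMSO alone for no effect and ferristatin control at 100 nM for full effect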
MEX-5 binding – C. elegans MEX-5 TCR-2 RNA binding activity. Q9XUB2. MEX-5/FITC-TCR2 RNA binding, fluorescence polarization; stronger effect = lower value. activity score (negative = inhibition of binding), % at 10 µM. 0.38% of 300,000 active. AID 1832;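 active = inhibition past about -25% in most replicates, and total fluorescence under double the plate's negative control median, limit read from the data; inconclusive = replicates evenly split on the limit, or fluorescence at least double controls; inactive = too little inhibition in most replicates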;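 note: 0% = DMSO and -100% = 5 µM competing unlabeled TCR2 RNA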
* marks the source's active call; other numbers are inactive results; ? = inconclusive. Only part of the results is shown. The share of hits here may be higher or lower than overall.

SMILES	MCL1-BIM inh	GLD-1 TGE inh	GSTO1 inh	PAD4 inh	Bcl-xL primary	Fam108B inh	PME-1 primary	TPT1 inhibitor	MEX-5 binding
O=C1CC(O)(c2ccccc2)C(c2ccccc2)=C1c1ccccc1 (stereo not drawn)	-4	10	-6	5	-2	-5	1	-5	1.5
CN(Cc1ccccc1)c1ncnc(N)c1[N+](=O)[O-]	3	-3	-3	0	5	0	0	3	-0.3
CC(C)CNC(=O)COC(=O)Cc1ccc(Cl)cc1	2	-3	8	1	2	6	0	1	-1.4
COc1ccc(NS(=O)(=O)CC23CCC(CC2=O)C3(C)C)cc1 (stereo not drawn)	6	2	9	4	6	7	4	-2	2.7
O=C(Cc1ccccc1)n1nc(-c2ccco2)nc1SCc1ccccc1	-3	2	-8	-3	2	2	-2	-4	4.3
COc1cc(C2C(C(=O)c3ccc(C)o3)=C(O)C(=O)N2c2cc(C)on2)cc(OC)c1OC (stereo not drawn)	-2	1	8	-2	5	-1	-2	-2	3.5
Cc1cc(C)c(NC(=O)CCCN2CCOCC2)c(C)c1	-2	4	4	5	4	-3	-2	-1	-0.4
COc1ccc(NC2CC(=O)N(CCc3ccccc3)C2=O)cc1 (stereo not drawn)	11	1	1	-1	6	0	-6	-5	-0.4
COc1ccc(CCNC(=O)CN(c2cccc([N+](=O)[O-])c2)S(C)(=O)=O)cc1OC	5	-4	5	0	3	1	3	0	1.0
COc1ccc(N2CCN(S(=O)(=O)c3c(C)nc4sccn4c3=O)CC2)cc1	-5	5	0	2	1	4	-2	-2	1.3

At a glance, some entries already given:
SMILES	MCL1-BIM inh	GLD-1 TGE inh	GSTO1 inh	PAD4 inh	Bcl-xL primary	Fam108B inh	PME-1 primary	TPT1 inhibitor	MEX-5 binding
COc1ccc(CCNC(=O)CN(c2cccc([N+](=O)[O-])c2)S(C)(=O)=O)cc1OC	5	-4	5	0	3	1	3	0	1.0
COc1ccc(N2CCN(S(=O)(=O)c3c(C)nc4sccn4c3=O)CC2)cc1	-5	5	0	2	1	4	-2	-2	1.3

More records follow.
SMILES	MCL1-BIM inh	GLD-1 TGE inh	GSTO1 inh	PAD4 inh	Bcl-xL primary	Fam108B inh	PME-1 primary	TPT1 inhibitor	MEX-5 binding
O=C(COc1ccc(/C=N/NS(=O)(=O)c2ccccc2)cc1)Nc1ccccc1	2	2	0	-1	4	2	-2	0	2.0
COc1ccc(C2C(C#N)=C(C)NC(C)=C2C#N)c(OC)c1	-5	4	1	3	-3	-2	6	2	-1.8
O=C(COc1ccc(C(=O)NCc2cccnc2)cc1)Nc1cccc(C(F)(F)F)c1	1	9	-3	1	1	0	-8	1	3.4
Cc1ccccc1C(=O)Oc1ccccc1C(=O)N1CCOCC1	3	11	11	4	4	0	3	2	-4.1
CCOC(=O)N1CCN(Cc2nc(Cc3cccc(F)c3)no2)CC1	18	-5	3	-4	-2	1	5	-1	2.5
Cc1ccc(C2=Nn3c(COc4ccc(Cl)cc4)nnc3SC2CC(=O)O)cc1 (stereo not drawn)	-13	-2	3	-3	-5	2	2	1	-2.2
O=C(Nc1ccc(F)cc1)c1ccc(C(=O)N2CCOCC2)cc1	4	5	-2	-5	4	6	3	-2	1.3
COc1cc(C(=O)Nc2nc3ccc(S(C)(=O)=O)cc3s2)cc(OC)c1C	-2	0	1	1	1	-9	-14	1	-2.3
N/C(=N\OC(=O)c1cc([N+](=O)[O-])ccc1Cl)c1ccccn1	9	-1	5	1	2	4	2	0	-1.6
CCOC(=O)c1[nH]c2ccccc2c1NC(=O)CC	0	7	6	0	5	1	4	-5	-2.4
Cc1ccc(-c2ccc(C(=O)NCCCNC(=O)c3cnccn3)o2)cc1Cl	1	0	1	-4	-5	-6	1	5	0.9
CC(Oc1ccc(Cl)cc1Cl)C(=O)Nc1ncccn1 (stereo not drawn)	5	0	-2	3	1	2	6	1	3.3
Cc1ccccc1SCc1noc(C(=O)NC(C)C)c1C(=O)O	5	8	-11	-1	5	0	-6	1	2.7
CCOc1ccccc1NC(=O)COc1coc(CN2CCc3ccccc32)cc1=O	1	0	12	0	1	2	-3	1	3.5
COc1ccc(-c2cc(C(=O)N3CCc4ccccc4C3)no2)cc1	4	8	0	7	1	-3	0	-2	2.0
COc1ccccc1C(=O)Nc1ccnn1C1CCN(C(=O)c2ccoc2)CC1	1	6	-7	3	7	-2	-5	-2	-2.7
CC1CCN(C(=O)C2CCCN(S(=O)(=O)c3ccc4c(c3)CC(C)N4C(=O)C3CC3)C2)CC1 (stereo not drawn)	-4	-4	0	3	3	0	2	4	-1.7
Cc1ccc(C)c(NS(=O)(=O)c2ccc(OCC(=O)NCC3CCCO3)cc2)c1 (stereo not drawn)	-2	-3	-5	-6	2	-6	-1	3	-0.1
Cc1ccc2nc(-c3ccncc3)cc(C(=O)N3CCOCC3)c2c1	-2	4	1	-4	19	-2	-7	1	-4.9
COc1ccc(-n2nnnc2Sc2ccc(S(=O)(=O)N3CCOCC3)cn2)cc1	-2	-3	13	0	4	-4	0	2	-2.6
CCc1noc(N)c1C(=O)Nc1ccc(F)c(Cl)c1	4	0	-2	-2	3	2	-6	1	-2.4
Cc1cc(OCC(=O)Nc2ccncc2)ccc1Cl	1	8	-1	4	1	4	-21	-1	1.2
COc1ccccc1N1CCN(C(=O)c2cc(-c3ccc(F)cc3)on2)CC1	6	7	-3	2	4	1	2	-1	0.1
Cc1occc1C(=O)N1CCCC(N2CCN(c3cccc(Cl)c3)CC2)C1 (stereo not drawn)	-1	-7	2	4	0	1	8	0	3.5
Cc1ccc(O)c(C2=Nc3ccccc3C2(C)C)c1	8	-2	16	-1	4	1	-4	-5	0.1
CCc1ccc2[nH]c(=O)c(C3C(C#N)=C(N)Oc4c3ccc3cccnc43)cc2c1 (stereo not drawn)	32	-4	-19	-2	9	4	-2	5	0.8
CC1CN(c2nc3ccccc3nc2C(C#N)C(=O)NC2CCCCC2)CC(C)O1 (stereo not drawn)	9	2	4	2	5	3	-27	7	?
O=c1c2c3c(sc2nc(N2CCNCC2)n1-c1cccc(Cl)c1)CCCCC3	-1	8	3	6	4	0	0	-1	0.2
CC(C)OCCCN(C)C1CCN(S(=O)(=O)c2csc(C(N)=O)c2)CC1	15	-3	8	0	7	3	4	-3	1.8
Cc1cc(N2CCOCC2)ncc1[N+](=O)[O-]	0	7	-5	5	12	1	-4	-5	0.0
CCCCN1CC(=O)N2[C@H](c3ccc(Cl)cc3)[C@@H]3C(=O)N(CC)C(=O)[C@@H]3[C@]2(C)C1=O	1	4	5	6	5	-2	5	-1	2.3
CCOC(=O)N1CCN(c2c(NCC3CCN(Cc4cccc(C)c4)CC3)c(=O)c2=O)CC1	2	-1	0	2	1	-1	-6	-2	-2.5
COC(=O)C1CN(C(=O)COc2ccc(C)c(C)c2)c2ccccc2O1 (stereo not drawn)	-2	5	0	-3	1	-2	-1	1	1.7
Cc1cc(NC(=O)CSCc2ccccc2)no1	11	6	1	6	6	2	4	-3	3.3
O=C(NCC1CCCN1S(=O)(=O)c1cccs1)c1ccc([N+](=O)[O-])cc1 (stereo not drawn)	3	-2	-9	-1	2	2	2	-1	-2.7
CC(C)CC1c2[nH]c3ccccc3c2CCN1CCCn1cccn1 (stereo not drawn)	2	-6	0	-6	5	0	0	1	-0.9
CN(C)Cc1c(C(=O)N/N=C/c2cccs2)nnn1-c1nonc1N	3	3	6	1	2	6	-3	3	-6.3
Fc1ccc(Nc2nc(-c3cccnc3)cs2)cc1	2	0	-2	12	2	0	7	2	0.7
COCCN(CC(=O)NC1CCCCC1)C(=O)CSc1nc2ccccc2o1	10	2	2	-7	11	-2	3	-4	0.0
CCS(=O)(=O)c1ccc(C(=O)Nc2cccc(Cl)c2)c(Cl)c1Cl	4	-1	6	-16	-2	3	-8	0	0.9
Cc1ccc(C(=O)N[C@H](C(=O)Nc2cc(Cl)cc(Cl)c2)C(C)C)cc1	7	4	2	0	7	6	-4	-1	-3.3
CCc1ccc(Nc2nc(N3CCOCC3)nc(N3CCOCC3)n2)cc1	7	-3	-1	-4	-1	3	5	-1	-0.1
CCOc1ccc(C(O)Cn2c(=N)n(CCN3CCCCC3)c3ccccc32)cc1 (stereo not drawn)	3	9	4	2	6	2	8	-2	1.9
CCCNc1c(NS(=O)(=O)c2ccc(Cl)s2)c(=O)oc2ccccc12	0	0	-4	-6	6	-4	1	-1	-0.5
COc1ccc(/C=N/NC(=O)c2ccccc2O)cc1Cn1cc(Cl)cn1	2	1	0	2	-1	5	-3	-4	-3.5
CCS(=O)CC(=O)Nc1c(-c2ccccc2)oc2ccccc2c1=O (stereo not drawn)	1	2	-1	-6	5	1	7	-1	-0.2
Cc1ccsc1/C=N/NC(=O)Cc1cc(=O)[nH][nH]1	-1	3	37*	-3	5	0	2	1	-1.2
Cc1csc(NC(=O)C2CCC(C)(C(=O)O)C2(C)C)n1 (stereo not drawn)	-2	3	3	1	4	0	-2	-3	-1.3
COCC(C)n1c(SCC(=O)Nc2oc(C)c3c(C)n[nH]c(=O)c23)nc2ccccc2c1=O (stereo not drawn)	8	3	4	0	3	2	3	1	-3.7
Cc1cccc(-c2nc(CNC(=O)c3ccco3)cs2)c1	-5	-2	1	-2	0	-1	8	-2	0.7
Additional structures follow.
SMILES	MCL1-BIM inh	GLD-1 TGE inh	GSTO1 inh	PAD4 inh	Bcl-xL primary	Fam108B inh	PME-1 primary	TPT1 inhibitor	MEX-5 binding
Cc1nn(C)cc1CNC(=O)COc1ccc(Cl)cc1Cl	5	2	-1	-4	3	-2	-5	-4	-0.1
COc1ccc(C(=O)N[C@H](C(=O)NCc2cccs2)C(C)C)cc1	-24	5	10	0	-12	-8	-4	5	-0.1
O=C(CCC1CCCC1)N[C@@H](Cc1ccc(O)cc1)C(=O)O	14	1	6	1	1	0	-7	0	-1.8
CCN1CCN(C(c2cccs2)C(C)NS(=O)(=O)c2ccccc2)CC1 (stereo not drawn)	1	2	0	-1	5	1	-2	1	-0.9

Given with two lines to a compound: entries from further up.
Every second line gives: MCL1-BIM inh	GLD-1 TGE inh	GSTO1 inh	PAD4 inh	Bcl-xL primary	Fam108B inh	PME-1 primary	TPT1 inhibitor	MEX-5 binding
CCOc1ccc(C(O)Cn2c(=N)n(CCN3CCCCC3)c3ccccc32)cc1 (stereo not drawn)
    3	9	4	2	6	2	8	-2	1.9
CCCNc1c(NS(=O)(=O)c2ccc(Cl)s2)c(=O)oc2ccccc12
    0	0	-4	-6	6	-4	1	-1	-0.5
COc1ccc(/C=N/NC(=O)c2ccccc2O)cc1Cn1cc(Cl)cn1
    2	1	0	2	-1	5	-3	-4	-3.5
CCS(=O)CC(=O)Nc1c(-c2ccccc2)oc2ccccc2c1=O (stereo not drawn)
    1	2	-1	-6	5	1	7	-1	-0.2
Cc1ccsc1/C=N/NC(=O)Cc1cc(=O)[nH][nH]1
    -1	3	37*	-3	5	0	2	1	-1.2
Cc1csc(NC(=O)C2CCC(C)(C(=O)O)C2(C)C)n1 (stereo not drawn)
    -2	3	3	1	4	0	-2	-3	-1.3
COCC(C)n1c(SCC(=O)Nc2oc(C)c3c(C)n[nH]c(=O)c23)nc2ccccc2c1=O (stereo not drawn)
    8	3	4	0	3	2	3	1	-3.7
Cc1cccc(-c2nc(CNC(=O)c3ccco3)cs2)c1
    -5	-2	1	-2	0	-1	8	-2	0.7
Cc1nn(C)cc1CNC(=O)COc1ccc(Cl)cc1Cl
    5	2	-1	-4	3	-2	-5	-4	-0.1
